Screening data from PubChem BioAssay.
Menin-MLL TR inh – qHTS Assay for Inhibitors Targeting the Menin-MLL Interaction in MLL Related Leukemias: Competition With Texas Red Labeled MLL-derived Mutant Peptide; O00255; Menin + Texas Red MLL mutant peptide, fluorescence polarization; Potency, µM (doses to about 61.6 µM), for inactives: at the top dose FP activity change, negative = inhibition, hits mostly inhibitors; 270,000 tested, 0.23% active; active = well fitted inhibition curve with a large enough effect in the polarisation, with a control signal flat, not every such curve was filed as active; inconclusive = small, poorly fitted or top-dose-only effect, or effect the other way, or a change in a side signal; inactive = no such curve, though single readings can be large or run the other way; the % refers to the polarisation; note: potency is the fitted concentration of half-maximal effect; % of control where 0% means no effect; many of its hits are not listed in these tables
A-T KAP1 phos – qHTS Assay for Identifying a Potential Treatment of Ataxia-Telangiectasia | 320,000 tested, 0.19% active | […] A-T fibroblasts, KAP-1 phosphorylation AlphaLISA; neocarzinostatin DNA damage 30 min before lysis | Potency, µM (series often up to 57.5 µM), for inactives: at the top dose activation, most hits filed as activators; note: potency is the fitted concentration of half-maximal effect; % of control where 0% means no effect; nearly all actives have a fitted effect of over 45% in size
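ATM-like activity read as KAP-1 phosphorylation via AlphaLISA donor/acceptor antibody pairs after lysis and 6 hr at 25C. Cells were ATM-null patient fibroblasts ([…], hTERT), dosed 60 min, then exposed to the DSB inducer NCS for 30 min.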
TCR act – Activators of T cell receptors: qHTS campaign | primary human leukocytes, anti-CD3, IL-2 HTRF, 48 h | Potency, µM (highest dose often 9.22 µM), for inactives: at the highest dose activation of IL-2 secretion, actives largely listed as activators | 330,000 tested, under 10 active | AID 504894, 2011; note: % of control where 0% means no effect
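1) Mix primary human leukocytes, a-CD3 beads and compound. 2) Incubate 48 hr. 3) Add HTRF IL-2 reagents (a-IL-2-K, a-IL-2-d2).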
S-ASM inh – Inhibitors of Secretory Acid Sphingomyelinase (S-ASM): qHTS; Sphingomyelin phosphodiesterase (Homo sapiens), P17405; placental ASM, HMU-PC fluorogenic substrate, 60 min; Potency, µM (top dose mostly 57.5 µM), without a hit: at the highest dose activity change, negative = inhibition, usual class: inhibitors; 340,000 tested, 0.006% active; note: potency is the fitted concentration of half-maximal effect
Target sequence (P17405 47-631 limits assumed): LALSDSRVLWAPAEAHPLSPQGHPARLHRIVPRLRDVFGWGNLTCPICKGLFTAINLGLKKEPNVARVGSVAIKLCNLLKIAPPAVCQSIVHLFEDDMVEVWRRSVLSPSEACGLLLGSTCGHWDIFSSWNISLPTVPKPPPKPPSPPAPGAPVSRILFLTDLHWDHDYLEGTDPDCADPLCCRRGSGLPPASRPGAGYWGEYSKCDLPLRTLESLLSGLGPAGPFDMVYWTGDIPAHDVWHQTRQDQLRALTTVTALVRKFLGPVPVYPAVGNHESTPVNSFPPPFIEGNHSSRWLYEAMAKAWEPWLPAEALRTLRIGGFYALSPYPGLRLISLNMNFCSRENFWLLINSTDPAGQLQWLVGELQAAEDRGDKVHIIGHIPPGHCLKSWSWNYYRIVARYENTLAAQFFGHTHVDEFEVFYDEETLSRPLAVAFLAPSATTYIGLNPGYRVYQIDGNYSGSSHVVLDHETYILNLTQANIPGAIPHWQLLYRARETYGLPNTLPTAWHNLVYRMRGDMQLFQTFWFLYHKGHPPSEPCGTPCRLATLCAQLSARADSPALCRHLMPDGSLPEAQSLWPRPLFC
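HMU-PC0 cleavage (9 uM final) by human placental ASM, 60 min at 37 °C following 10 min compound exposure at RT; stopped at pH 10, fluorescence Ex 386/Em 447 nm.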
MLL CXXC-DNA inh – qHTS Fluorescence Polarization Assay for Inhibitors of MLL CXXC domain - DNA interaction; AID 2662, 2010; MLL-CXXC / FITC-HOXA9 DNA fluorescence polarization; 290,000 tested, 0.037% active; Histone-lysine N-methyltransferase 2A (Homo sapiens), Q03164; Potency, µM (doses to about 115 µM), for the others: at the top dose activity change, negative = inhibition, hits mostly inhibitors; active = well fitted inhibition curve with a large enough effect in the polarisation, with a control signal flat, not every such curve was filed as active; inconclusive = small, poorly fitted or top-dose-only effect, or effect the other way, or a change in a side signal; inactive = no such curve, though single readings can be large or run the other way; the % refers to the polarisation; note: potency is the fitted concentration of half-maximal effect
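Purified MLL-CXXC (added from a 7 uM solution) was preincubated 5 min at ambient with pinned compounds in 50 mM Tris-HCl pH 7.5, 50 mM NaCl, 1 mM DTT, 0.05% BSA. Fluorescein-labeled HOX-A9 DNA (50 nM solution) followed, 30 min, then polarization read.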
MBNL1-CUG inh – qHTS Assay for Inhibitors of MBNL1-poly(CUG) RNA binding | Potency, µM (series often up to 57.5 µM), inactives show at the highest dose activity change, negative = inhibition, actives largely listed as inhibitors | 280,000 tested, 0.036% active | TR-FRET MBNL1-His/biotin-(CUG)12 binding, 665/545 ratio | Muscleblind-like protein 1 (Homo sapiens), Q9NR56 | AID 2675, 2010; active = well fitted inhibition curve with a large enough effect in the signal ratio, with a control signal flat, not every such curve was filed as active; inconclusive = small, poorly fitted or top-dose-only effect, or effect the other way, or a change in a side signal; inactive = no such curve, though single readings can be large or run the other way; the % refers to the signal ratio; note: potency is the fitted concentration of half-maximal effect; % is set by controls: 0 for no effect and ±100 for the full control effect
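TR-FRET readout: Ex 340 nm, 665/545 nm emission ratio, normalized to buffer-only (basal) and MBNL1-(CUG)12 controls. Complex of MBNL1-His with Biotin-(CUG)12, compounds 92 nM–58 uM, incubated 60 min at room temperature.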
PTAP TSG101 blk – qHTS Assay for Iinhibitors of HIV-1 Budding by Blocking the Interaction of PTAP/TSG101. Tumor susceptibility gene 101 protein (Homo sapiens), Q99816. AID 493005, 2010. Potency, µM (series often up to 115 µM), without a hit: at the top dose activity change, negative = inhibition, most hits filed as inhibitors. 340,000 tested, under 10 active. Fluorescence polarization, FITC-PTAP peptide / Tsg101 binding; active = well fitted inhibition curve with a large enough effect in the main read-out, with a control signal flat, not every such curve was filed as active; inconclusive = small, poorly fitted or top-dose-only effect, or effect the other way, or a change in a side signal; inactive = no such curve, though single readings can be large or run the other way; note: potency is the fitted concentration of half-maximal effect; % of control where 0% means no effect
Target sequence (Q99816 whole entry, looked up): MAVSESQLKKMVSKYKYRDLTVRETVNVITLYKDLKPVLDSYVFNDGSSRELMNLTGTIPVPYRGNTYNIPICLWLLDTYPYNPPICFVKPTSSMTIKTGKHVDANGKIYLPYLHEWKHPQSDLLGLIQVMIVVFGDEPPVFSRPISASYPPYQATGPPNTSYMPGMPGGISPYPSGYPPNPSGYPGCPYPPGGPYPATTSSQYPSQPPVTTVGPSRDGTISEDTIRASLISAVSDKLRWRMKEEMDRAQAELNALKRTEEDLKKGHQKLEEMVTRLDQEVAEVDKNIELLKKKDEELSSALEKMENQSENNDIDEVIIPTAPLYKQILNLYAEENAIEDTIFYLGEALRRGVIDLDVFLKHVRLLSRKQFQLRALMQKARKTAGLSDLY
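FP read-out: FITC-PTAP peptide, 50 nM final, binding Tsg101 binding domain, 10 uM final; 20 min, r.t.; 10 mM HEPES pH 7.5, 0.15 M NaCl, 0.01% Tween 20, 3 mM EDTA, 0.1 mM TCEP.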
Mito fusion act – qHTS Assay for Small Molecule Inhibitors of Mitochondrial Division or Activators of Mitochondrial Fusion; AID 485298, 2010; Potency, µM (series often up to 46.1 µM), without a hit: top-dose growth rescue (activation), actives largely listed as activators; 320,000 tested, 0.23% active; S. cerevisiae fusion-defective mutant growth rescue, CellTiterGlo 48 h;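 note: potency is the fitted concentration of half-maximal effect; % of control where 0% means no effect; nearly all actives have a fitted effect of over 45% in size; temperature-sensitive fusion mutants such as fzo1-1 at 37 °C on non-fermentable ethanol glycerol medium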
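Temperature-sensitive fusion-defective S. cerevisiae (e.g. fzo1-1, mgm1-5) were grown with compound in YPEG medium (3% ethanol, 3% glycerol) for 48 hours at 37C. Growth rescue was measured as viability by CellTiterGlo luminescence after 10 minutes at ambient.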
Integrin act MD – qHTS for Activators of Integrin-Mediated Alleviation for Muscular Dystrophy. alpha7betagal myoblasts, beta-gal FDG fluorescence, 48 h. Potency, µM (titrated, usually from 38.3 µM), inactives show top-dose activation, most hits filed as activators. 350,000 tested, 0.064% active. AID 624291, 2012;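 note: potency is the fitted concentration of half-maximal effect; 100% = response of the positive control SU9516; nearly all actives have a fitted effect of over 60% in size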
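Alpha7betagal+/- myoblasts (passage 13) were plated 16-24 hr, then exposed to compounds (1:260 dilution of DMSO stock) for 48 hours at 37C. After MPER lysis, β-galactosidase reporter activity was read as FDG fluorescence (ex 480/em 540) after 30 minutes.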
TSHR antagonist – Antagonists of the Thyroid Stimulating Hormone Receptor: HTS campaign; activity change, negative = inhibition, % at 11.5 µM; 330,000 tested, 0.2% active; TSHR-expressing cells, TSH-stimulated cAMP HTRF, 2 h; hits give low values; Thyrotropin receptor (Homo sapiens), P16473; AID 504810, 2011;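 active = activity change below a set negative limit, meaning inhibition stronger than a set level, cut at about -70% in these data; inconclusive = activity change between two set negative limits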; note: % is set by controls: 0 for no effect and ±100 for the full control effect
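Antagonism was scored as loss of TSH-driven cAMP in TSHR cells, stimulated with 4nM TSH (EC80) for 2 hours at 37 deg C and detected by homogeneous HTRF competition immunoassay.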
The depositor's hits bear a star; u = inconclusive; x = no result given; [ ] = remark or other dose. Unless noted, calls come from the whole dose curve; as a rule, active = well fitted curve in the direction sought with a large enough effect; inconclusive = small, poorly fitted or top-dose-only effect, or another doubt; inactive = no such curve, though single readings can be large; an effect the other way counts as inactive or inconclusive. Not all compounds are listed; count on the stated rates, not on these rows.

Structure,Menin-MLL TR inh,A-T KAP1 phos,TCR act,S-ASM inh,MLL CXXC-DNA inh,MBNL1-CUG inh,PTAP TSG101 blk,Mito fusion act,Integrin act MD,TSHR antagonist
NC1=NC(=O)/C(=C/c2cn(Cc3ccccc3)c3ccccc23)S1,-2%,x,1%[46.1 µM],-1%,9%,9%,-8%,2%,21%,-13
CC(C)c1cccc(C(C)C)c1OC(=O)NC(=O)c1c(F)cccc1F,x,2%,1%,-1%,-13%,-9%,1%,-14%,4%,-9
CCN(C[C@H]1N[C@@](Cc2ccccc2)(C(=O)OC)[C@H]2C(=O)N(Cc3ccccc3)C(=O)[C@@H]12)S(=O)(=O)c1ccc(C)cc1,x,19%,-3%,2%,x,x,-4%,x,2%,1
CCCN1CCN(CCCNC(=O)Cn2cc3c(n2)CCCC3)CC1,4%,-5%,12%,2%,8%,u,-5%,3%,0%,1
CC(C)(C)OC(=O)N(CCc1ccccc1)Cc1cccc(OCc2cccc(NC(=O)c3ccccc3)c2)c1,x,x,10%,3%,x,x,-7%,x,8%,x
CCOc1ccc(NS(=O)(=O)c2cc(C(=O)N3CC(C)OC(C)C3)ccc2C)cc1 (configuration not stated),x,0%,-3%,1%,x,x,-5%,-5%,-4%,-1
COc1ccc(O)c(C(=O)CC(=O)c2ccc(F)cc2)c1,u,x,-1%,-2%,21%,5%,-4%,8%,-14%,7
CCc1nnc(NC(=O)c2ccc(C)o2)s1,12%,-3%,-2%,-2%,2%,-3%,-2%,0%,51%,0
CSc1c(CC(=O)Nc2ccccc2)n(Cc2ccccc2)c2ccccc12,u,2%,-1%[46.1 µM],-3%,6%,u,1%,-3%,19%,-17
CN(CC(=O)Nc1ccc(Cl)c(Cl)c1)C(=O)c1cccc2cccnc12,x,12%,-5%,-4%,x,x,0%,6%,-16%,-7
COCCOc1ccc(C(F)(F)F)cc1NC(=O)c1ccc(C)cc1,-2%,1%,-1%[46.1 µM],x,2%,2%,1%,6%,8%,18
Cc1ccc(S(=O)(=O)N(C)CC(=O)NCCCn2nc(C)cc2C)cc1,x,-6%,-10%,4%,x,x,-6%,x,-24%,x
CN(Cc1ccccc1)C(=O)CSc1cc(=O)n(C)c2ccccc12,-12%,-2%,-2%,2%,-2%,6%,-1%,u,-12%,-10
O=C(NCCO)C(=O)c1c(-c2ccc(Cl)cc2)cc2ccccn12,-8%,-3%,1%,0%,3%,u,-1%,-1%,-2%,-5
COc1nc(-c2ccccc2)c2c(c1C#N)CC(C)(C)OC2,2%,x,-3%,-5%,-5%,6%,-1%,7%,-16%,-9
O=C(Nc1nc2c(s1)CCc1ccccc1-2)c1ccco1,35%[activator],20%,2%,-12%,3%,0%,-5%,29%,9%,-17
Cc1ccccc1NC(=O)c1nnn(-c2ccc3c(c2)OCCO3)c1N,x,3%,6%,10%,8%,-1%,-6%,14%,3%,2
COc1cccc2sc(N3CCN(C(=O)C4COc5ccccc5O4)CC3)nc12 (configuration not stated),x,-9%,5%,0%,x,x,0%,10%,0%,-1
Cc1ccc(C(=O)N2NC(c3ccccc3F)C3C(=O)N(c4cccc(C)c4)C(=O)C32)cc1 (configuration not stated),-1%,10%,-5%,-9%,16%,-7%,0%,3%,3%,1
COc1ccc(C2=NOC(C(=O)NCCCn3ccnc3)C2)cc1 (configuration not stated),-9%,-3%,x,1%,-5%,2%,-1%,-3%,-1%,11
Cc1ccc(N2CCN(C(=O)Nc3cccc([N+](=O)[O-])c3)CC2C)cc1 (configuration not stated),u,-4%,-8%,-1%,10%,19%,-2%,24%,10%,-7
CCCC1=NN2C(=N)/C(=C\c3cc(C)n(Cc4ccccc4)c3C)C(=O)N=C2S1,x,-3%,0%,-14%,-2%,8%,-2%,-3%,13%,-17
COc1cccc(-c2cc(C(=O)N3CCN(C(=O)c4ccco4)CC3)[nH]n2)c1,x,-9%,2%,-3%,5%,-6%,-2%,2%,0%,9
CCCCCn1c(C(C)NC(=O)CCC)nc2ccccc21 (configuration not stated),13%,-2%,0%,-3%,-3%,-6%,1%,-4%,5%,4
Cc1cc(C)c(C)c(S(=O)(=O)N2CCC(C(=O)NC3=NCCS3)CC2)c1C,x,-10%,x,2%,x,x,-5%,0%,6%,-6
O=C(CC1(O)C(=O)Nc2ccc(Br)cc21)c1ccc2c(c1)OCO2 (configuration not stated),2%,6%,-201%,-1%,1%,9%,-5%,4%,-33%,7
CC1=C(C(=O)OC(C)C)C(c2ccco2)NC(=O)N1 (configuration not stated),u,-1%,-23%,4%,3%,3%,-3%,4%,1%,18
COc1ccc(-n2nc(C(=O)NCC(=O)N3CCN(c4ccc(F)cc4)CC3)c3ccccc3c2=O)c(OC)c1,1%,-2%,6%,-8%,-11%,20%,-4%,4%,-38%,-10
COc1ccccc1C(=O)NCc1ccncc1,2%,6%,x,0%,-3%,21%,x,-1%,-4%,-8
CSc1nc(-c2ccc(C)cc2)nc(N)c1C#N,x,0%,-11%,-1%,4%,x,-4%,3%,10%,-5
CCOc1cc(/C=N/NC(=O)c2ccncc2)ccc1OC(=O)c1ccccc1,29%,5%,6%,-8%,u,7%,-9%,-4%,-25%,9
Cc1c(Cl)cccc1NC(=S)Nn1cnnc1,-7%,0%,x,1%,14%,x,-1%,2%,0%,-8
CN(C)c1ccc(C#Cc2ccc3cc(CCO)oc(=O)c3c2)cc1,x,1%,4%,204%[activator],x,x,1%,-7%,-8%,-9
O=C(CCNC(=O)Cn1ccc2ccccc2c1=O)NCCCN1CCOCC1,-1%,1%,6%,3%,-7%,-16%,-6%,2%,20%,0
C#CC(CCN1CCCCC1)(OC)c1ccccc1 (configuration not stated),5%,-6%,1%,-7%,0%,0%,0%,1%,-12%,-18
COCCNC(=O)CN(C(=O)c1ccc(N2CCCC2)nc1)c1ccc(F)c(Cl)c1,-13%,-2%,-6%,1%,12%,-8%,1%,2%,12%,0
CC(C)(C)OC(=O)N1CCN(C(=O)c2[nH]cnc2C(=O)NCC(=O)OCc2ccccc2)CC1,u,1%,-1%,-3%,-2%,4%,-3%,-1%,31%,-1
O=C(CN1CCOCC1)Nc1c2c(nc3c1CCC3)CCC2,0%,-3%,-2%,2%,-4%,-2%,-2%,0%,-13%,40
COc1ccc(/C=C2\SC(=S)N(CCCC(=O)Nc3cc(C)on3)C2=O)cc1OC,15%,2%,4%,-2%,u,16%,u,-11%,13%,27
Cc1ccc(-n2nc(C)c3c2OC(N)=C(C#N)C3c2ccncc2)cc1 (configuration not stated),u,-6%,1%,-2%,-7%,2%,-2%,-6%,-12%,-12
CCN(CC)CC#CCC(O)(c1ccccc1)c1ccc(Br)cc1 (configuration not stated),-9%,5%[11.5 µM],-1%,2%,7%,-7%,-3%,-7%,-36%,15
Cc1ccc(-c2onc(C)c2C)cc1S(=O)(=O)N1CC(C)Oc2ccccc21 (configuration not stated),x,19%,-3%,-1%,11%,4%,0%,-18%,-39%,-33
Cc1nnc(NC(=O)CCC(=O)NCc2cccs2)s1,u,29%,-3%,5%,15%,-11%,2%,2%,18%,0
O=C(Cn1cnc([N+](=O)[O-])c1)NC1CCCC1,-8%,-1%,-2%[46.1 µM],3%,5%,17%,-6%,-4%,22%,7
